Source: PubChem BioAssay (several laboratories)
Vc quorum ag – induces V. cholerae light production without autoinducers | activation, % at 18.7 µM | AID 588436 | V. cholerae BH1578 lux reporter, luminescence, 6 h | 350,000 compounds, 0.16% hits; in the data active = activation mostly above about 9.7%, no sharp cut-off; note: not every result past the cut was called active; inactives centre near 0; reference of the scale not given here
Mtb UGM inh – blocks M. tuberculosis UGM enzyme | AID 504406 | inhibition, % at 10 µM | 320,000 compounds, 0.06% hits | purified UGM, fluorescence polarization probe displacement | P9WIQ1; in the data active = inhibition above about 10%, passing the limit was not always enough
Target sequence (P9WIQ1 whole entry, looked up): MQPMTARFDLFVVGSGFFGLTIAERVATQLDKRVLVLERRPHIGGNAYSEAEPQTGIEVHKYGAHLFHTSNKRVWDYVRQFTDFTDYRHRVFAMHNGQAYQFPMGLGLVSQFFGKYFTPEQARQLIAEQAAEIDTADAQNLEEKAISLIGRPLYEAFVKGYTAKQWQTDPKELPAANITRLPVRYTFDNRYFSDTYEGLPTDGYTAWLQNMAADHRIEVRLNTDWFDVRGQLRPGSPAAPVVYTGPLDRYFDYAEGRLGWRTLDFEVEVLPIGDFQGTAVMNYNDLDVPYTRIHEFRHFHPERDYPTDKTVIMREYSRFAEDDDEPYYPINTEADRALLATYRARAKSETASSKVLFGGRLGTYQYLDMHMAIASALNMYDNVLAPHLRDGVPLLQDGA
PfHsp40 yeast – compounds rescuing yeast from Plasmodium falciparum HSP40 toxicity. growth rescue, % at 12.5 µM. 340,000 compounds, 0.68% hits. S. cerevisiae expressing PfHsp40, growth rescue, ATP luminescence; in the data active = growth rescue above about 28%, passing the limit was not always enough;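 note: yeast W303a lacking pdr1 and pdr3 grown in galactose medium; growth measured after three days at 30 °C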
FadD28 binding – blocks FadD28 binding to the bisubstrate probe. inhibition, % at 12.5 µM. AID 588549. fluorescence polarization. 360,000 compounds, 0.22% hits; in the data active = inhibition above about 8.5%, passing the limit was not always enough
BioA inh – blocks M. tuberculosis BioA enzyme activity; 360,000 compounds, 0.096% hits; AID 602481; inhibition, % at 9.99 µM; purified M. tuberculosis BioA enzyme, plate reader; in the data active = inhibition above about 40%
TcdB inh – blocks C. difficile toxin B glycohydrolase activity; AID 652162; P18177; inhibition, % at 9.99 µM; TcdB glycohydrolase enzymatic assay, plate reader; 350,000 compounds, 0.24% hits; in the data active = inhibition above about 10%
Yp Topo-I inh – Y. pestis Topo-I inhibition via cleavage products; Y. pestis Topo-I cleavage product accumulation, plate reader; activity, % at 10 µM; 360,000 compounds, 0.064% hits; in the data active = activity above about 50%, passing the limit was not always enough; note: inactives centre near 2
GDH-TPI counter – GDH-TPI coupled enzyme inhibition counter-screen; GDH-TPI coupled enzyme counterscreen, NADH absorbance; inhibition, % at 4.8 µM; 360,000 compounds, 1.2% hits; AID 588335; in the data active = inhibition above about 30%;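 note: 0% = DMSO wells and 100% = wells lacking the enzyme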
Mtb FBA inh – inhibits M. tuberculosis FBA enzyme. inhibition, % at 1 µM. 360,000 compounds, 2.3% hits. purified M. tuberculosis FBA, fluorescence read-out; in the data active = inhibition above about 27%;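 note: 0% = vehicle and 100% = reference inhibitor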
Target sequence (P9WQA3 whole entry, looked up): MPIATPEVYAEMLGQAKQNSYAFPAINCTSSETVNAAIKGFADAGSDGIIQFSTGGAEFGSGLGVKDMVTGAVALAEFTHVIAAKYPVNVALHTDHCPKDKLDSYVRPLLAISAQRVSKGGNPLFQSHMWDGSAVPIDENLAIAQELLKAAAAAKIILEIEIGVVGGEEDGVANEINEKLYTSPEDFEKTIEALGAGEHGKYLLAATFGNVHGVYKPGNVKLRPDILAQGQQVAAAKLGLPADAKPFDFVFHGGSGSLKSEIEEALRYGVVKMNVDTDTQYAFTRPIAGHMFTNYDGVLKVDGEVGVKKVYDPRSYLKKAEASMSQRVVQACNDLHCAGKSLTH
* marks the source's active call; other numbers are inactive results; i = inactive; nt = not tested or not shown. Compounds as they come; about 4.6% have a hit in one of these screens.

#	smiles	Mtb UGM inh	Mtb FBA inh	FadD28 binding	BioA inh	TcdB inh	GDH-TPI counter	PfHsp40 yeast	Yp Topo-I inh	Vc quorum ag
1	O=[N+]([O-])c1ccc2nn(Cc3ccccc3)cc2c1	-2.9	-1	1.0	0.3	1.0	16	nt	-7	-0.2
2	CN(Cc1ccco1)S(=O)(=O)c1nnc(NC(=O)c2cccc(Cl)c2)s1	1.4	6	1.7	0.0	-5.4	9	-0.9	-1	-2.6
3	O=C(Nc1ccc2c(c1)OCCO2)NC1CCCCC1	4.8	9	-1.3	-0.7	nt	2	0.4	-5	-0.2
4	Cc1cccc(OP(=O)(Nc2cccnc2)Oc2cccc(C)c2)c1	-1.0	2	-1.8	nt	nt	-4	0.7	20	i
5	CCCc1ccc(OCCNC(=O)c2ccco2)cc1	4.9	0	-0.4	-1.5	0.3	10	-0.1	-2	-0.7
6	CC(=O)N1CCN(c2ccc(NCc3ccc(C)s3)cc2)CC1	0.3	0	2.3	0.2	-6.9	8	0.6	5	-0.1
7	COC(=O)Cc1c(C)[nH]n(-c2cc(Cl)cc(Cl)c2)c1=O	-0.7	-3	-7.6	nt	1.4	8	0.2	3	-0.5
8	O=C(NCCc1cccs1)C(c1ccccc1)c1ccccc1	2.9	-6	-2.4	-4.1	2.2	-5	-0.1	5	i
9	Cc1ccc(CN(C)C(=O)CC2C(=O)NCCN2CC2CCCCC2)cc1 (stereo unspecified)	3.0	-1	-3.6	nt	0.5	-4	0.3	-5	i
10	O=C(O)c1[nH]c2ccc([N+](=O)[O-])cc2c1-c1ccccc1	1.0	-2	-0.7	-1.1	1.1	18	1.2	2	-0.8
11	N/C(=N\OC(=O)COc1ccc2ccccc2c1)c1ccccn1	-1.2	-4	-2.9	1.2	nt	5	2.8	8	-3.2
12	COCCN1C(=O)C(O)=C(C(C)=O)C1c1ccc(OC)c(OC)c1 (stereo unspecified)	5.2	-3	-1.7	0.3	nt	18	-1.3	5	nt
13	COc1c2c(cc3oc(=O)c4c5ccc(O)cc5oc4c13)OC(C)(C)CC2	-1.6	14	0.6	-1.4	-8.8	10	-0.3	4	-0.3
14	CCOC(=O)N1CCN(C(=O)Cc2ccc(C)cc2)CC1	-2.3	1	-1.5	0.2	nt	12	-0.4	0	-4.2
15	COc1ccccc1NC(=O)CSc1nnnn1Cc1ccccc1	1.9	-1	-0.5	0.4	0.8	10	0.2	9	3.7
16	COc1ccc(-c2nnc(NC(=O)c3cc(Cl)ccc3Cl)o2)cc1	0.6	0	-0.5	0.2	1.1	-3	0.2	2	-0.2
17	O=C(c1ccc(-n2cccc2)cc1)N1CCOCC1	0.5	0	-0.6	-0.8	nt	-5	-0.2	3	i
18	O=Cc1ccc(OCc2ccc3c(c2)OCO3)cc1	-1.0	-4	-2.6	0.8	-0.1	-9	-0.3	-8	-0.8
19	CCC(C)/C(C)=N/NC(=O)c1ccc(CSc2nc3ccccc3s2)cc1 (stereo unspecified)	-0.3	2	-2.6	-0.7	-0.7	11	-0.9	5	-0.6
20	CC(NC(=O)COC(=O)Cc1ccccc1[N+](=O)[O-])c1ccccc1 (stereo unspecified)	2.6	-4	-2.4	0.1	2.1	-5	-1.0	-4	i
21	CCC(C)c1ccc(NC(=S)NCCn2cc(Cl)cn2)cc1 (stereo unspecified)	-2.6	-2	-2.9	nt	0.3	-4	2.8	10	-0.2
22	COc1cc(C=NNc2nc3c([nH]2)c(=O)n(C)c(=O)n3C)ccc1O	nt	0	-3.2	1.7	0.2	24	0.9	-11	i
23	Cc1ncoc1C(=O)N1CCCC(C(=O)c2ccc(Oc3ccccc3)cc2)C1 (stereo unspecified)	0.1	0	-1.1	nt	1.2	9	0.9	6	-2.3
24	CN(CC(=O)Nc1ccc(Cl)c(C(F)(F)F)c1)C(=O)CCc1nc2ccccc2c(=O)[nH]1	-0.2	2	-0.7	-1.9	0.0	5	0.9	-5	i
25	Cc1cc(C)cc(NC(=O)C2CCCN(S(=O)(=O)c3c(C)noc3C)C2)c1 (stereo unspecified)	6.3	0	-0.8	0.4	3.5	-7	-0.8	-9	-0.1
26	Cc1ccc(CCNC(=O)c2sc3nc4n(c(=O)c3c2C)CCC4)cc1	0.5	0	-1.8	1.8	-0.5	4	3.1	22	i
27	Cc1c(C)n(Cc2ccc(Cl)cc2)c2ccc(C(=O)NCCN3CCOCC3)cc12	0.5	-1	-1.3	3.2	2.7	-1	-0.8	30	-0.3
28	N#Cc1ccccc1NS(=O)(=O)c1cc2c3c(c1)CCN3C(=O)CC2	-0.9	2	1.0	-0.4	-2.6	10	-0.6	-2	-1.2
29	CCOc1cc(S(=O)(=O)n2ccnc2)ccc1Br	1.3	-5	-3.8	nt	1.3	-4	-1.1	-15	i
30	CCc1ccccc1NC(=O)c1cccc(NC(=O)/C=C/c2ccco2)c1	0.8	0	-12	2.0	nt	44*	6.9	-12	-0.1
31	Cc1cc(C)n2c(SCc3ccc(Br)cc3)nnc2n1	-1.5	1	-1.7	0.5	0.0	4	nt	21	i
32	CC1SCC(=NOCc2ccccc2)CS1 (stereo unspecified)	-2.6	1	0.1	0.2	-1.9	5	nt	9	-0.6
33	COc1ccc(-c2[nH]ncc2CN(C)CCCN2CCOCC2)cc1F	-1.1	-1	-1.0	nt	-0.6	1	0.6	-10	i
34	CC(Oc1cccc(Cl)c1)C(=O)Nc1nc(-c2ccccn2)cs1 (stereo unspecified)	-0.9	0	-1.9	-1.6	1.1	-7	-0.6	22	-4.0
35	COc1cc(OC)c2ccc(=O)oc2c1C(CC(=O)N1CCCC1)c1ccc2c(c1)OCO2 (stereo unspecified)	-1.9	1	-3.6	0.3	1.1	8	0.8	10	0.2
36	CCOC(=O)C1=C(c2ccccc2)OC(N)=C(C#N)C1c1ccc(Cl)s1 (stereo unspecified)	2.5	0	-12	0.6	nt	13	-1.2	-1	i
37	Cc1cccc(N=C2NC(=O)/C(=C3/C(=O)N(C)c4ccccc43)S2)c1C	0.9	-4	-0.7	-3.2	nt	12	-0.8	-1	-1.8
38	O=c1nc(N/N=C/c2ccco2)cn[nH]1	-0.8	-4	-1.0	nt	1.9	15	-1.8	0	-0.3
39	COc1ccc(CC(=O)Nc2cccc(-c3ccc4nnc(C)n4n3)c2)cc1OC	3.3	-2	-3.5	nt	0.4	5	-1.2	1	-3.6
40	Cc1ccc(NC(=O)C/C(N)=N/OC(=O)Nc2cccc(C)c2)cc1	-0.9	0	nt	1.5	1.7	4	0.8	1	-2.6
41	COc1ccc(CCN2CC(C(=O)OC(C)C(=O)Nc3ccc(NC(C)=O)cc3)CC2=O)cc1OC (stereo unspecified)	nt	1	-3.2	-0.7	0.5	-7	-0.5	-9	-0.3
42	O=C(O)Cc1csc(Nc2cccc(Cl)c2)n1	2.2	-1	-1.8	nt	nt	6	-0.9	-3	i
43	CCN(CC)C(=O)Cn1cc(S(=O)(=O)CC(=O)Nc2ccc(C(N)=O)cc2)c2ccccc21	1.1	-1	-5.4	0.1	-0.2	-3	0.9	-9	0.2
44	CCCCN(C)CCNC(=O)CCn1nc(-c2ccc(Cl)cc2)ccc1=O	-0.5	1	1.8	-0.6	-0.2	8	-1.7	8	-0.3
45	CCN(C(=O)c1cnc(NC(C)C)cc1C(F)(F)F)c1ccc(Cl)cc1Cl	4.9	51*	-6.0	0.0	2.2	10	2.3	2	i
46	CCCCCCCSc1nnc(N)s1	2.8	-1	6.7	nt	-0.5	6	-1.5	9	2.1
47	C(#CCN1CCCCC1)COCc1ccccc1	-3.8	1	-0.9	nt	0.5	2	-1.2	-3	1.4
48	CCn1c(CC(=O)Nc2ccccc2)nnc1SCC(=O)NC1=NCCS1	3.5	-1	-0.7	-5.0	0.9	-3	0.3	-8	-0.4
49	Cc1ccc(-c2nc(CN(C)Cc3cccc4cnccc34)c(C)o2)s1	-1.1	0	-3.4	nt	0.0	11	-0.4	4	-0.2
50	COC(=O)c1cc(C)ccc1OCc1ccc([N+](=O)[O-])cc1	-1.6	-5	-2.6	-1.1	0.2	-4	0.4	-1	i

Random excerpt: two records from the list, in no set order.
#	smiles	Mtb UGM inh	Mtb FBA inh	FadD28 binding	BioA inh	TcdB inh	GDH-TPI counter	PfHsp40 yeast	Yp Topo-I inh	Vc quorum ag
38	O=c1nc(N/N=C/c2ccco2)cn[nH]1	-0.8	-4	-1.0	nt	1.9	15	-1.8	0	-0.3
45	CCN(C(=O)c1cnc(NC(C)C)cc1C(F)(F)F)c1ccc(Cl)cc1Cl	4.9	51*	-6.0	0.0	2.2	10	2.3	2	i

Limited to TcdB inh, PfHsp40 yeast and Vc quorum ag, for six of the compounds above:
No.	canonical_smiles	TcdB inh	PfHsp40 yeast	Vc quorum ag
31	Cc1cc(C)n2c(SCc3ccc(Br)cc3)nnc2n1	0.0	nt	i
32	CC1SCC(=NOCc2ccccc2)CS1 (stereo unspecified)	-1.9	nt	-0.6
33	COc1ccc(-c2[nH]ncc2CN(C)CCCN2CCOCC2)cc1F	-0.6	0.6	i
34	CC(Oc1cccc(Cl)c1)C(=O)Nc1nc(-c2ccccn2)cs1 (stereo unspecified)	1.1	-0.6	-4.0
35	COc1cc(OC)c2ccc(=O)oc2c1C(CC(=O)N1CCCC1)c1ccc2c(c1)OCO2 (stereo unspecified)	1.1	0.8	0.2
36	CCOC(=O)C1=C(c2ccccc2)OC(N)=C(C#N)C1c1ccc(Cl)s1 (stereo unspecified)	nt	-1.2	i

Next records follow:
#	smiles	Mtb UGM inh	Mtb FBA inh	FadD28 binding	BioA inh	TcdB inh	GDH-TPI counter	PfHsp40 yeast	Yp Topo-I inh	Vc quorum ag
51	O=C(c1cc(=O)c2ccccc2o1)N1CCN(c2cccc(Cl)c2)CC1	-2.4	-1	-6.2	nt	-1.6	-1	1.7	5	i
52	Cc1ccc(N=C2C(=O)Nc3ccccc32)cc1	-1.5	0	-4.1	-5.9	-1.8	7	-0.9	5	-0.6
53	Cc1ccc(Cl)cc1NC(=O)COC(=O)C1CC1	0.2	0	-1.0	nt	0.5	2	2.3	2	i
54	CC1(c2ccc3c(c2)OCCO3)NC(=O)N(CC(=O)c2ccc[nH]2)C1=O (stereo unspecified)	0.5	2	2.0	-0.1	1.1	-5	1.0	-1	-3.7
55	COc1ccc(CCNC(=O)CCSc2nc(-c3ccco3)cc(C(F)(F)F)n2)cc1OC	1.0	-1	-5.7	0.3	nt	24	-0.7	23	i
56	CC(=O)N1c2ccccc2[C@H](C)[C@H]1C	0.0	0	-3.7	-1.1	0.5	10	-1.1	2	-0.6
57	CCCCCCN1CCN(C2CN(C3CCCCC3)S(=O)(=O)C2)CC1 (stereo unspecified)	nt	2	-0.6	0.5	0.7	nt	nt	nt	nt
58	CN(C)c1nc(Nn2cnnc2)nc(N(C)C)n1	-1.3	1	-1.8	nt	1.5	4	0.9	1	i
59	CCCNC(=S)Nc1ccc(CC(=O)OC)cc1	3.6	-1	-0.9	3.2	5.7	-6	-1.8	-3	-0.3
60	COC(=O)CC1=C(C(=O)OC)C(c2cc(OC)c(OC)cc2OC)C(C#N)=C(N)O1 (stereo unspecified)	0.7	3	0.9	5.0	nt	3	-0.3	-1	-0.4
